Screens deposited in PubChem by National Center for Advancing Translational Sciences (NCATS).
mIDH1 inhibitor = inhibitors of human mutant IDH1 R132H; AID 602179; IDH1-R132H enzyme, NADPH consumption, diaphorase/resazurin fluorescence; Potency, µM (series often up to 76.6 µM), without a hit: at the top dose activity change, negative = inhibition, most hits filed as inhibitors; 390,000 compounds, 0.093% hits; O75874; further: potency means the concentration at half of the fitted maximal effect; on the % scale 0 is the no-effect control and ±100 the full control effect; nearly all actives have a fitted effect of over 65% in size
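IDH1-R132H (0.5 ug/mL) preincubated 30 min with compound, then NADPH (0.016 mM) and alpha-KG (2 mM) added; 80 min at RT, pH 7.5. Remaining NADPH coupled via diaphorase/resazurin to fluorescence (540/590 nm); concentration-response curves normalized to no-enzyme control.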
GLS inh = inhibitors of human glutaminase (GLS). GLS enzymatic activity, qHTS titration. O94925. 410,000 compounds, 0.21% hits. Potency, µM (series often up to 45.5 µM), for inactives: top-dose activity change, negative = inhibition, most hits filed as inhibitors. AID 624170; further: potency means the concentration at half of the fitted maximal effect; on the % scale 0 is the no-effect control and ±100 the full control effect
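Two-point fluorescence kinetic (t0, 30 min RT) for hKGA; glutamate detected via glutamate oxidase–HRP–Amplex Red. Substrate: 1 mM L-glutamine solution; buffer 45 mM KH2PO4, pH 8.2.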
USP1 inh = blocks the human USP1/UAF1 deubiquitinase complex. Potency, µM (top dose mostly 57.1 µM), inactives show at the top dose activity change, negative = inhibition, actives largely listed as inhibitors. O94782. recombinant USP1/UAF1, Ub-Rhodamine cleavage fluorescence. 390,000 compounds, 0.23% hits. AID 743255; further: potency means the concentration at half of the fitted maximal effect; on the % scale 0 is the no-effect control and ±100 the full control effect; nearly all actives have a fitted effect of over 60% in size; inactives centre near -12
Target sequence (O94782 whole entry, looked up): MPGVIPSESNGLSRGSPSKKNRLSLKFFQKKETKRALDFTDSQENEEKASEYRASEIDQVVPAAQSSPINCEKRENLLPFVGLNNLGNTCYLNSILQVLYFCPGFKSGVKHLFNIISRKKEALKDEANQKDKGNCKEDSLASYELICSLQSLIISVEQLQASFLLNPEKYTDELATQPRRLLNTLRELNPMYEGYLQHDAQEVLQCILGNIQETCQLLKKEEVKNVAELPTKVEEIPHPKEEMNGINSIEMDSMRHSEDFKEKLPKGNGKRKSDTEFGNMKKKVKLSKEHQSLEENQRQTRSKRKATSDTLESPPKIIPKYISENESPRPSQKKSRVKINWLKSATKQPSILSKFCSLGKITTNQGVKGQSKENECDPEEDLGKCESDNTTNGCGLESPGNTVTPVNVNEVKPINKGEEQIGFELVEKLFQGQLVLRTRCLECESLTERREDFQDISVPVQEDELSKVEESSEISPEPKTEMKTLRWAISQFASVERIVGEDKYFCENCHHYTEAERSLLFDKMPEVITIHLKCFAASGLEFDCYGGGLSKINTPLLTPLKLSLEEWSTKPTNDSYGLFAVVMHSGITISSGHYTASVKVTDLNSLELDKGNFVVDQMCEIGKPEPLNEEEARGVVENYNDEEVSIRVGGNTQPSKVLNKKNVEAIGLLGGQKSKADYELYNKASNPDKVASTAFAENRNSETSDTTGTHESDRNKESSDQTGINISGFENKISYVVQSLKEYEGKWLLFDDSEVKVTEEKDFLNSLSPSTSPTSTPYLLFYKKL
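High-throughput fluorogenic screen: 1nM USP1/UAF1 complex, Ub-Rho substrate 150nM final, 50mM HEPES pH 7.8 with 0.5mM EDTA, 0.1 mg/ml BSA, 1mM TCEP and 0.01% Tween-20.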
Tb PGK inh = T. brucei PGK inhibition. Potency, µM (highest dose often 57.5 µM), inactives show top-dose activity change, negative = inhibition, actives largely listed as inhibitors. 380,000 compounds, 0.043% hits. P07378. PGK/GAPDH coupled, Kinase-Glo luminescence, 60 min; further: potency means the concentration at half of the fitted maximal effect; on the % scale 0 is the no-effect control and ±100 the full control effect; nearly all actives have a fitted effect of over 60% in size
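Luminescent ATP detection (Kinase-Glo Plus) follows a 60-minute room-temperature incubation, with wells lacking PGK as controls. Buffer: 100 mM TEA (pH 7.6), 5 mM MgCl2, 0.01% Tween-20. Coupling enzyme GAPDH (100 nM final) supplies unstable 1,3-BPG in-well.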
Pin1 inhibitor = inhibitors of human Pin1. Pin1 FP peptide displacement, HiFluor488, 10 min. Q13526. Potency, µM (doses to about 115 µM), for inactives: at the highest dose activity, negative = inhibition, actives largely listed as inhibitors. 390,000 compounds, 0.009% hits. AID 504891; active means well fitted inhibition curve with a large enough effect in the polarisation, with a control signal flat, not every such curve was filed as active; inconclusive means small, poorly fitted or top-dose-only effect, or effect the other way, or a change in a side signal; inactive means no such curve, though single readings can be large or run the other way; the % refers to the polarisation; further: potency means the concentration at half of the fitted maximal effect; on the % scale 0 is the no-effect control and ±100 the full control effect
Target sequence (Q13526 whole entry, looked up): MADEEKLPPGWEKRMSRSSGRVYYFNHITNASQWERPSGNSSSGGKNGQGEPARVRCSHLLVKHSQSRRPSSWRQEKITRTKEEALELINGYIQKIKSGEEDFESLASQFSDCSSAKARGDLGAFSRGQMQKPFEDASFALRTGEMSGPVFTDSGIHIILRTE
HP1b binding inh = inhibitors of HP1-beta chromodomain binding to methylated histone tails | P83916 | AlphaScreen HP1-beta / biotin-H3K9me3 peptide binding | Potency, µM (highest dose often 114 µM), without a hit: at the highest dose activity change, negative = inhibition, actives largely listed as inhibitors | 390,000 compounds, 0.56% hits | AID 540317; further: potency means the concentration at half of the fitted maximal effect; nearly all actives have a fitted effect of over 70% in size; inactives centre near 23
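Compound inhibition of the preformed complex between 50 nM HP1-beta and 50 nM biotinylated H3K9me3 peptide was read by AlphaScreen. Buffer was PBS pH 7.4 with 0.01% Tween-20. Incubations ran 30 min at room temperature, with 10 ug/mL donor/acceptor beads.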
PI4K2A block = blocks human PI4K2A kinase activity; AID 1346378; activity change, negative = inhibition, % at 76.9 µM; Q9BTU6; 420,000 compounds, 0.13% hits; purified PI4K2A, ADP-Glo luminescence, 1 h; stronger effect = lower value; in the data active means activity change below about -50%; inconclusive means mostly about -30% to -49%;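 further: -100% = wells without enzyme as full effect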
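In this quantitative HTS, ADP production by PI4K2A was quantified luminescently after 1 h at ambient temperature; 100 microM adenosine served as plate-quality control.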
TrxR1 substrate = rat thioredoxin reductase 1 substrate activity. purified TrxR1 substrate turnover, NADPH consumption readout. 390,000 compounds, 0.01% hits. Potency, µM (doses to about 114 µM), for the others: at the top dose activity change, negative = substrate turnover. O89049; further: potency means the concentration at half of the fitted maximal effect; on the % scale 0 is the no-effect control and ±100 the full control effect; nearly all actives have a fitted effect of over 50% in size
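Rat TrxR1, dispensed at 90 nM, was prereduced with 400 uM NADPH (final) for 5 min at ~22 deg C, then incubated with compound 15 min before 400 uM selenite. A first-read NADPH fluorescence drop versus no-compound background flagged substrates.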
TrxR1 inh = inhibitors of rat thioredoxin reductase 1. Potency, µM (doses to about 114 µM), for inactives: top-dose activity change, negative = inhibition, most hits filed as inhibitors. AID 588453. recombinant rTrxR1, NADPH fluorescence consumption, selenite substrate. O89049. 390,000 compounds, 1% hits; further: potency means the concentration at half of the fitted maximal effect; on the % scale 0 is the no-effect control and ±100 the full control effect; nearly all actives have a fitted effect of over 65% in size
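Rat TrxR1 (90 nM in the dispensed reagent) was pre-reduced with 400 uM NADPH for 5 min at room temperature, then incubated with compound for 15 min. After 400 uM selenite was added, NADPH fluorescence (Ex 340/Em 450 nm) was followed for 8 min.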
An asterisk follows results filed as active; i = inactive; ? = inconclusive; · = not tested or not shown; [ ] = remark or other dose. Unless noted, the call rests on the fitted dose curve; in most records, active means well fitted curve in the direction sought with a large enough effect; inconclusive means small, poorly fitted or top-dose-only effect, or another doubt; inactive means no such curve, though single readings can be large; an effect the other way counts as inactive or inconclusive. Not all compounds are listed, so the mix of outcomes need not match the whole.

| molecule | mIDH1 inhibitor | GLS inh | USP1 inh | Tb PGK inh | Pin1 inhibitor | HP1b binding inh | PI4K2A block | TrxR1 substrate | TrxR1 inh |
| --- | --- | --- | --- | --- | --- | --- | --- | --- | --- |
| CN(C)C(=O)Cn1c(SCC(=O)NC2CCCCC2)nc2ccccc21 | 3% | 2% | -7% | -5% | -1% | 32% | 0 | 8% | 1% |
| O=C(CCCn1c(=O)c2cccn2c2ccc(F)cc21)NCCc1ccccc1 | -15% | -9% | -10% | 8% | 2% | 21% | -7 | -3% | 3% |
| COC(=O)C1=C[C@@H](C(=O)OC)[C@@H]2C3=C(C(=O)[C@]2(CC(C)C)NC(=O)c2ccccc2)[C@H](C)n2c(=O)n(-c4ccccc4)c(=O)n2[C@@H]3C1 | -10% | 4% | -4% | 11% | -3% | 2% | -3 | 0% | 0% |
| Cc1cc(NC(=O)c2cn(C3CCCCC3)c(=O)c3c2c2ccccc2n3C)no1 | 0% | -2% | ? | -9% | 6% | 30% | 1 | 10% | 18% |
| COc1cccc(NC(=S)N2CCC(NC(=O)c3ccco3)CC2)c1 | 9% | -22% | -6% | -22% | 0% | 34% | 1 | -11% | -38% |
| O=C1N(CCCl)c2ccc(Br)cc2C12OCCO2 | 3% | -5% | -21% | 3% | 2% | 8% | 0 | 9%[57.1 µM] | 14%[57.1 µM] |
| c1ccc2c(SCc3cn4cccnc4n3)ncnc2c1 | -2% | -4% | -17% | -1% | 4% | 34% | 3 | 12% | -4% |
| Nc1nc2ccccc2n1CCOc1ccc(Br)cc1 | 5% | 7% | -2% | -2% | -1% | 31% | -3 | 4% | 12% |
| Cc1cc(S(=O)(=O)N2CCOCC2)ccc1OCC(=O)N1CCOCC1 | -3% | 1% | -7% | -1% | -6% | 31% | -7 | 3%[57.1 µM] | 19%[57.1 µM] |
| Cc1cccc(-n2c(SCC(=O)O)nc3sc4c(c3c2=O)CCCC4)c1 | -2% | -3% | -17% | i | -4% | 51%[activator] | -4 | 2% | 28% |
| Cn1c(=NC(=O)CS(=O)(=O)c2ccccc2)sc2cc(F)ccc21 | 4% | 8% | 2% | 1% | · | · | 4 | · | · |
| Cc1ccnc(NS(=O)(=O)c2ccc(NC(=O)C34CC5CC(CC(C5)C3)C4)cc2)n1 | -1% | 12% | 0% | -4% | -15% | 27% | 1 | 6%[57.1 µM] | 17%[57.1 µM] |
| Cc1ccc(C)c(NC(=S)N/N=C2\CCc3ccccc32)c1 | -3% | 8% | -17% | -10% | 17% | -7% | 4 | -3% | -3% |
| CCc1ccc(NC(=O)C(C)OC(=O)CCC(=O)c2cccs2)cc1 (centres undefined) | 2% | -3% | -17% | i | -5% | 37% | -5 | -4% | 6% |
| CCOC(=O)C(NC(=O)N1CCCCC1)(c1ccccc1)C(F)(F)F (centres undefined) | 2% | 8% | -3% | -3% | 11% | 25% | 4 | 5% | 12% |

Continued.
Below each SMILES: mIDH1 inhibitor	GLS inh	USP1 inh	Tb PGK inh	Pin1 inhibitor	HP1b binding inh	PI4K2A block	TrxR1 substrate	TrxR1 inh
COC(=O)[C@H](CCSC)NC(=O)NCc1ccccc1F
  7%	-3%	-4%	i	-7%	56%[activator]	7	1%	7%
CCOC(=O)C1=C(COC(=O)Cc2ccc(Cl)cc2)NC(=O)NC1C (centres undefined)
  9%	1%	-18%	-1%	2%	40%[activator]	1	1%	13%
CC(=O)N1c2c(cc(Br)cc2S(=O)(=O)NCC2COc3ccccc3O2)CC1C (centres undefined)
  -1%	2%	-9%	4%	-1%	40%[activator]	5	5%[57.1 µM]	12%[57.1 µM]
Cc1cc(-c2cccs2)n[nH]1
  10%	4%	-10%	-2%	3%	20%	-2	9%[57.1 µM]	17%[57.1 µM]
Cn1c(NC(=O)c2ccc(S(=O)(=O)N3CCCCC3)cc2)cc(=O)n(C)c1=O
  5%	10%	4%	-5%	1%	8%	-1	-6%	-3%
O=C1CCC(/C=C/c2ccccc2)=NN1Cc1ccc(F)cc1
  5%	0%	-6%	-2%	-7%	72%[activator]	2	-2%[57.1 µM]	8%[57.1 µM]
O=C(O)c1ccccc1-c1ccccc1C(=O)Nc1cccc(O)c1
  -9%	2%	-14%	-6%	-1%	5%	-23	8%	15%[57.1 µM]
CC(C)SCCCOc1ccc(C(C)(C)C)cc1
  3%	5%	1%	6%	5%	108%[activator]	0	-6%	-6%
Fc1ccc(-c2cnc(-c3cccs3)o2)cc1
  2%	5%	-21%	-4%	0%	8%	1	100%[activator][57.1 µM]	36%[activator][57.1 µM]
Cc1cc(Cl)ccc1NC(=O)COC(=O)CCNS(=O)(=O)c1ccccc1
  2%	0%	-19%	-9%	2%	44%[activator]	-6	-2%	21%

The list continues.
Below each SMILES: mIDH1 inhibitor	GLS inh	USP1 inh	Tb PGK inh	Pin1 inhibitor	HP1b binding inh	PI4K2A block	TrxR1 substrate	TrxR1 inh
Cc1nn(CCc2nn[nH]n2)c2nc(-c3ccc(C4CCCCC4)cc3)cc(C(F)(F)F)c12
  52µM*	21%	?	9%	·	5%	0	89%	22%[57.1 µM]
CCCCc1ccc(-n2nc3cc(C)c(NC(=O)Cc4ccccc4)cc3n2)cc1
  -18%	-24%	7%	-13%	1%	10%	-17	-7%	-5%
CC1(C)CC2CC(C)(CN2C(=O)COC(=O)c2ccc(O)cc2O)C1 (centres undefined)
  12%	-1%	-22%	-16%	-2%	?	-5	3%	34%
CN(C)c1ccc(P(=O)(Nc2ccccc2)N2CCOCC2)c(NC(=O)c2cccs2)c1 (centres undefined)
  1%	-6%	-22%	0%	-13%	9%	3	8%[0.0914 µM]	-6%
CCn1cnc2sc(-c3ccccc3)cc2c1=O
  6%	12%	4%	4%	0%	35%	-21	-1%	-12%
O=C(COc1ccccc1CNCc1ccccc1)Nc1ccccc1
  5%	3%	-12%	24%	0%	31%	-1	9%	21%
COc1ccccc1Cn1c(=S)[nH]c2cc(C(=O)N3CCCC3)ccc2c1=O
  0%	?	-14%	-2%	-1%	44%[activator]	-2	-16%	-20%
CCn1cc(CN2CCCC(C(=O)Nc3ccc(-c4cscn4)cc3)C2)c(C)n1 (centres undefined)
  -10%	5%	-10%	-1%	0%	45%[activator]	12	4%	17%
Cc1ccc(C2NC(=O)c3c(sc4c3CCN(C)C4)N2)o1 (centres undefined)
  0%	17%	?	·	?	13%	-6	56%[activator]	?
Cc1cc(NC(=O)c2cccc(C(=O)Nc3cc(C)on3)n2)no1
  7%	-7%	-10%	i	116%[activator]	44%[activator]	-8	14%	24%

Next structures
Below each SMILES: mIDH1 inhibitor	GLS inh	USP1 inh	Tb PGK inh	Pin1 inhibitor	HP1b binding inh	PI4K2A block	TrxR1 substrate	TrxR1 inh
O=C(/C=C/c1ccc(F)cc1)NCCCN1CCN(CCCNC(=O)/C=C/c2ccc(F)cc2)CC1
  2%	-2%	-3%	-4%	-6%	21%	0	9%	-11%
COc1ccccc1/C=C/C=N/Nc1cccc(C(=O)O)c1
  0%	?	2%	-3%	-4%	-22%	3	-11%	-14%
CCCCCCCCc1nc(SCC(C)=O)n[nH]1
  -4%	1%	-19%	0%	2%	20%	-7	0%	7%
O=C(NCc1ccc(N2CCCC2=O)cc1)Nc1ccccc1
  9%	8%	-22%	-5%	-4%	38%	3	-2%	-3%
Cc1ccc(Cl)cc1N1CCN(C(=O)c2ccc3c(c2)N(Cc2ccccc2)CCS3)CC1
  -18%	-1%	-33%	-1%	-3%	23%	1	6%	12%

By substructure, the compounds so far containing a thiophene ring, fused or not.
Below each SMILES: mIDH1 inhibitor	GLS inh	USP1 inh	Tb PGK inh	Pin1 inhibitor	HP1b binding inh	PI4K2A block	TrxR1 substrate	TrxR1 inh
Cc1cccc(-n2c(SCC(=O)O)nc3sc4c(c3c2=O)CCCC4)c1
  -2%	-3%	-17%	i	-4%	51%[activator]	-4	2%	28%
CCc1ccc(NC(=O)C(C)OC(=O)CCC(=O)c2cccs2)cc1 (centres undefined)
  2%	-3%	-17%	i	-5%	37%	-5	-4%	6%
Cc1cc(-c2cccs2)n[nH]1
  10%	4%	-10%	-2%	3%	20%	-2	9%[57.1 µM]	17%[57.1 µM]
Fc1ccc(-c2cnc(-c3cccs3)o2)cc1
  2%	5%	-21%	-4%	0%	8%	1	100%[activator][57.1 µM]	36%[activator][57.1 µM]
CN(C)c1ccc(P(=O)(Nc2ccccc2)N2CCOCC2)c(NC(=O)c2cccs2)c1 (centres undefined)
  1%	-6%	-22%	0%	-13%	9%	3	8%[0.0914 µM]	-6%
CCn1cnc2sc(-c3ccccc3)cc2c1=O
  6%	12%	4%	4%	0%	35%	-21	-1%	-12%
Cc1ccc(C2NC(=O)c3c(sc4c3CCN(C)C4)N2)o1 (centres undefined)
  0%	17%	?	·	?	13%	-6	56%[activator]	?
